High-throughput results (PubChem)
IEC-6 tox – IEC-6 cytotoxicity, counter-screen for KLF5 inhibitors | luminescence viability | inhibition, % at 5 µM | 290,000 tested, 0.78% active | AID 1825; in the data active = inhibition above about 22%;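 note: 0% = plate median of test compound wells and 100% = cytotoxic reference compound wells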
HSF1 activator – increases HSF-1 driven luciferase reporter signal; NIH3T3-HGL HSF-1 luciferase reporter, MG132, 8 h; 100% = twice DMSO control signal; activation, % at 9 µM; 300,000 tested, 1.7% active; AID 504408;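 active = mean replicate activation of at least 50% with a set share of replicates each reaching 50%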;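 note: 0% = median of the neutral control wells and 100% = twice that signal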
HSF1 inhib – HSF1 inhibition. NIH3T3-HGL HSE-luciferase, MG132-induced, luminescence 8 h; hits give low values. AID 2098. 300,000 tested, 0.77% active. activity change, negative = inhibition, % at 7.5 µM (by protocol);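 active = more than half of replicate wells show activity change below -50%, luminescence cut by over half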;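 note: luciferase reports HSF-1 transcriptional activity via heat shock element; 0% = median of DMSO wells and -100% = zero luminescence signal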
aSyn 5UTR inh – 5' untranslated region of α-synuclein, MLPCN primary screen. AID 1813. alpha-synuclein 5'UTR reporter, inhibitor activity. inhibition, % (tested at 7.5 µM). 300,000 tested, 0.82% active; in the data active = inhibition above about 60%;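 note: H4 neuroglioblastoma cells stably carrying SNCA 5'UTR luciferase fusion; 0% = DMSO wells and 100% = positive control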
Platelet DG rel – modulates dense granule release in human platelets | human platelet-rich plasma, SFLLRN dense granule ATP release, luminescence | inhibition, %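 (compounds screened at 7.5 µM in platelet-rich plasma)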 | 300,000 tested, 0.22% active | AID 1663;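 active = mean replicate score, as percent of positive control, at or above 50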
KLF5 inh – inhibitors of KLF5 expression; inhibition, % at 5 µM; 290,000 tested, 0.23% active; DLD-1 KLF5 promoter-luciferase reporter, luminescence; AID 1700;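 active = inhibition above a per-plate limit of that plate's mean compound inhibition plus 3 SD, cut at about 60% in these data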;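 note: 0% = DMSO wells and 100% = LY294002 at 200 µM; higher means less KLF5 promoter-driven luciferase light; inactives centre near -14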
GSK3A inh – inhibitors of human GSK-3 alpha kinase; ADP-Glo luminescence, 60 min; P49840; AID 2650; inhibition, % at 10 µM; 320,000 tested, 0.1% active;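 in the data active = inhibition above about 50%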;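 note: GST-tagged GSK-3 alpha with peptide substrate and 25 µM ATP; 0% = DMSO neutral wells and 100% = GW8510 positive control wells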
Target sequence (P49840 whole entry, looked up): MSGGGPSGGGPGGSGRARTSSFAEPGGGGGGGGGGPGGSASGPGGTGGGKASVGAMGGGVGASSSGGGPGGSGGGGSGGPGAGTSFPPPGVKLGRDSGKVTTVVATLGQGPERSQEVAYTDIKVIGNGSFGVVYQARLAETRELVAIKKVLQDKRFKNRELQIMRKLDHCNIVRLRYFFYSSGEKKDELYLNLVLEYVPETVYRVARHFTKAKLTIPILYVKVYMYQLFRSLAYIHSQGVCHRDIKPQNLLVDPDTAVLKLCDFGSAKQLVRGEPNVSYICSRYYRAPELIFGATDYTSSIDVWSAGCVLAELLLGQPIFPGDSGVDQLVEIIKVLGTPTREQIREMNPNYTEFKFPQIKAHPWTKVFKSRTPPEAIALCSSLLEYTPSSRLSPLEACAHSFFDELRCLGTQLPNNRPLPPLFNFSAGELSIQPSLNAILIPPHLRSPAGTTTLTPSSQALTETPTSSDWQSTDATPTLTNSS
HSP90 refold inh – blocks HSP90-mediated luciferase refolding in reticulocyte lysate. Rabbit reticulocyte lysate, luciferase refolding luminescence, 3 h. inhibition, % at 5.6 µM. 290,000 tested, 0.91% active. AID 1789;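 active = inhibition above the screen-wide mean plus 3 SD, computed separately per campaign, cut at about 16% in these data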;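 note: 0% = DMSO wells and 100% = 60 µM geldanamycin wells; inhibitors lower the luminescence because luciferase stays unfolded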
DYRK1A inh – Dyrk1A (rat) kinase inhibition; Q63470; ADP-Glo luminescence, NFATc1 peptide; inhibition, % at 12.5 µM; 310,000 tested, 0.43% active; AID 504441; in the data active = inhibition above about 50%;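 note: plate controls were vehicle with enzyme for no effect and no enzyme for full effect; many of its hits are not listed in these tables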
GSK3B inh – blocks human GSK3beta kinase activity | GST-GSK3beta kinase, ADP-Glo luminescence, 60 min; hits give low values | activity score (negative = inhibition), % at 10 µM | 300,000 tested, 0.038% active | AID 2097;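 active = more than half of replicate wells score below -50%, meaning over 50% inhibition versus plate controls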;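 note: 0% = median DMSO wells and -100% = median GW8510 positive control wells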
Target sequence (P49841 whole entry, looked up): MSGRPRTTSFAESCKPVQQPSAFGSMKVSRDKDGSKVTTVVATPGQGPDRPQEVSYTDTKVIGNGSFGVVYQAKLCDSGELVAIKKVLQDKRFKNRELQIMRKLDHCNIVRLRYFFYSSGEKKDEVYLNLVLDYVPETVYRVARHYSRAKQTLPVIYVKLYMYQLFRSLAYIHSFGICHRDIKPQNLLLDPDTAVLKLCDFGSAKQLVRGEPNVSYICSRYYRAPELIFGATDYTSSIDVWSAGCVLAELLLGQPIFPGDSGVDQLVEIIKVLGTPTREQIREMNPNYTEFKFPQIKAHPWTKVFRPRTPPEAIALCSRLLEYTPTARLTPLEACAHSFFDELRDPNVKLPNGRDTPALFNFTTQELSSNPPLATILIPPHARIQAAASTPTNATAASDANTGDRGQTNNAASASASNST
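Assay system: GST-fused GSK3beta enzyme, cell-free / Medium: Tris pH 7.5 buffer with MgCl2, DTT, BSA, heparin / Also added: peptide substrate plus 25 µM ATP (final) / Compound: 10 µM single point / Timing: kinase reaction with compound 60 min at room temperature / Detection: ADP-Glo luminescence / Benchmarks: DMSO neutral wells and GW8510 at 20 µM as positive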
An asterisk follows results filed as active; / = no result given. A portion of the library; the hit share may differ from the screen's.

Each structure is followed by: IEC-6 tox, HSF1 activator, HSF1 inhib, aSyn 5UTR inh, Platelet DG rel, KLF5 inh, GSK3A inh, HSP90 refold inh, DYRK1A inh, GSK3B inh
CCOC(=O)c1cc(CC)sc1NC(=O)C1CC(=O)NN1Cc1ccccc1 (centres undefined)
    -8, 28, 13, 9, 5, -23, -1, -2, -3, 1
COc1ccc(C2Nc3ccccc3C(=O)N2Cc2ccccc2)cc1Cn1nnc2ccccc21 (centres undefined)
    3, /, /, 27, 1, 3, 0, 3, 1, -1
CCOC(=O)c1c(NC(=O)c2ccccc2C(=O)O)sc2c1CCCC2
    8, 4, -2, 7, 7, 7, -2, 5, -2, -3
OC[C@H]1OC(Nc2ccc(N=Nc3ccccc3)cc2)[C@@H](O)[C@@H](O)[C@@H]1O (some centres undefined)
    -7, 27, 1, -46, 23, -75, 6, -4, -7, 2
O=C(NCCC1=CCCCC1)C(=O)NCc1ccncc1
    2, -6, 3, -7, 2, -1, -2, -2, 3, 0
Cc1cc(/C=C\c2nc(O)c([N+](=O)[O-])c(=O)[nH]2)c(C)n1-c1ccccc1
    -10, -5, 5, 9, 0, -1, -1, 1, -4, -1
Cn1c(Cn2c(=O)sc3ccccc32)nnc1SCC(=O)NCC1CCCO1 (centres undefined)
    0, 9, 0, 8, 0, -15, -2, -8, 9, -8
CCOC(=O)c1cccc(NC(=O)CSc2nnc(C3CCCCC3)n2CC)c1
    -7, 25, 8, 1, 6, -34, -3, -3, 1, 1
COc1ccc(CCNC(=O)c2ccccc2N(C)S(=O)(=O)c2ccccc2)cc1
    -4, 7, 1, -22, -1, -16, -3, -4, 1, 2
COc1ccc(-n2c(O)c(C=NCC(c3ccco3)N3CCCC3)c3ccccc3c2=O)cc1OC (centres undefined)
    -10, 16, -2, -14, 8, -24, -1, -4, 1, -1
CC(C)N(C(=O)CSc1nc2ccccc2n1Cc1ccccc1F)C(C)C
    -5, 8, 6, 1, -3, -27, 1, 2, 3, 0
CCOC(=O)c1nc(C)sc1-c1ccnn1S(=O)(=O)c1ccc(Cl)cc1Cl
    -1, 5, 6, 23, -3, -12, -3, 4, -7, -4
CC(C)N=c1c([N+](=O)[O-])nn(C)n1O
    5, -17, -1, 10, -5, -17, -2, -1, -3, -2
COc1ccc(Cl)cc1C(=O)Nc1ccc(S(=O)(=O)N2CCCC2)cc1
    4, 0, -2, -31, 0, -13, -3, 6, 2, 2
CCOC(=O)CSc1nnc2n(C3CCCCC3)c(=O)c3c4c(sc3n12)CCCC4
    6, 10, 6, 8, 0, -45, -1, 4, -1, -2
COc1ccc2[nH]c(=O)c(CN(C(=O)c3ccco3)C3CCCCC3)cc2c1
    -2, 10, -2, 12, 1, -14, 1, 5, 5, 3
O=C(NC1CCCC1)c1ccc(Br)c(S(=O)(=O)N2CCCCC2)c1
    -2, -8, 0, -4, -1, -32, -3, 4, 3, 2
O=C(Nc1ccc(Oc2ccccc2)cc1)C1CC1
    4, 4, 7, 32, 6, -6, -4, -4, /, -3
CN(CC(=O)Nc1ccccc1C(F)(F)F)C(=O)CC1OC(=O)c2ccccc21 (centres undefined)
    -7, -5, -7, 0, 28, -37, -2, -1, -1, 1
C=CCNC(=O)c1cc2c(C(F)(F)F)nn(C)c2s1
    -1, -11, -1, 20, 7, -14, 1, 0, 2, 1
Cc1ccc(S(=O)(=O)/N=C2/NC(=O)/C(=C/c3ccncc3)S2)cc1
    -2, -15, 5, -10, 4, -20, 0, 1, /, 1
COc1ccc(C(=O)OCn2nnc3ccccc3c2=O)cc1OC
    5, 2, -3, 28, -1, -26, -9, 0, 6, 0
COc1ccc(C(=O)Nc2ccnn2C2CCN(C(=O)c3cnsn3)CC2)cc1
    3, 20, 3, -45, 9, -30, -1, -1, -3, -1
CN(c1ccc(OCC(=O)Nc2nc3ccccc3s2)cc1)S(=O)(=O)c1ccccc1
    -9, 9, 11, -46, 6, 2, -4, 1, -2, 0
COCC(C)NC(=O)c1ccc2c(c1)S(=O)(=O)c1ccccc1C2=O (centres undefined)
    0, 5, 1, -21, -8, -26, 0, 2, 6, -2
Cc1sc2ncnc(N3CCC(C(=O)NCC(=O)Nc4ccc(F)c(F)c4)CC3)c2c1C
    6, -4, -4, 17, 19, -20, -2, 2, 15, 0
O=C(Nc1cc(Cl)cc(Cl)c1)C1C2C=CC3(O2)C1C(=O)N(CCCN1CCOCC1)C3C(=O)NC1CCCCC1 (centres undefined)
    -3, 28, -3, -28, 2, -6, 4, 0, 4, -8
O=C(Nc1cccc([N+](=O)[O-])c1)c1ccn[nH]1
    -6, 24, 2, -106, 15, -73, 9, 0, /, -1
CC(C)OC(=O)CSc1nnc(Cc2ccccc2)n1CC1CCCO1 (centres undefined)
    1, -6, -1, -15, -6, -25, 1, -1, -1, 2
CCOC(=O)c1sc(NC(=O)CCSC)nc1C
    -2, -3, 2, 3, -4, -26, 4, -3, 6, -2
O=c1[nH]n(-c2ccccc2)c(=O)c2ccccc12
    3, /, /, /, /, -1, 0, -3, 0, /
NC(=O)C1CCN(CCC(=O)Nc2ccc3c(c2)CCC3)CC1
    1, 12, 3, -16, -2, -22, 0, 3, 0, -1
CCc1ccc(NC(=O)CSc2nccn(-c3ccc4c(c3)OCCO4)c2=O)cc1
    /, 2, -2, -11, -10, /, /, /, 4, 1
Clc1ccc(-c2nc(N3CCOCC3)nc3ccccc23)cc1
    17, 8, -1, 31, -5, -9, -1, -1, 22, -1
N#CC1=C(N)Oc2c(oc(CO)cc2=O)C1c1ccsc1 (centres undefined)
    -1, 7, -4, 6, 6, -48, -1, -3, -3, -2
COc1ccc(S(=O)(=O)Cc2ccc(C(=O)NC(C)C)o2)cc1
    1, -11, -4, -15, 2, 4, -2, 0, 9, 2
O=C(Nc1ccc2c(c1)CCCN2C(=O)c1ccco1)c1cc([N+](=O)[O-])ccc1Cl
    /, 74*, 65, -94, 2, /, 1, /, 3, 2
CC1(C)CC(=O)C2=C(C1)OC(=O)CC2c1cccs1 (centres undefined)
    -7, 5, -1, 0, 0, -45, -5, 1, -7, 5
Cc1c(Cl)cccc1N(CC(=O)NC1CCCCC1)S(C)(=O)=O
    0, -7, -3, -1, 0, -17, -3, 2, 4, 1
COc1ccccc1NS(=O)(=O)c1ccc(C)c(C(=O)NCCCN2CCCC2=O)c1
    /, 3, -4, 0, 5, /, -2, /, 6, -1
O=S(=O)(c1cccs1)n1cnc2ccccc21
    -1, -5, -3, -9, -14, 2, -1, 1, 1, 3
Cc1cccc(N2CCN(C(=O)c3ccc(Cl)c(S(=O)(=O)NCc4ccco4)c3)CC2)c1C
    15, 13, -7, -3, 2, 5, -3, 9, -5, 3
O=C(NNC(=S)Nc1ccc(Cl)cc1Cl)c1ccc(N2CCOCC2)c([N+](=O)[O-])c1
    -2, 16, -1, -1, 6, -17, 0, 1, 7, 7
CCn1c(COc2cccc3cccnc23)nnc1SCC(=O)OC
    -3, 1, 3, 12, 7, -15, /, -2, -30, -1
Cc1nc2scc(-c3cccs3)c2c(=O)[nH]1
    -3, -10, -4, 6, -2, -21, -3, 1, -1, 1
O=C(N[C@@H](Cc1ccccc1)C(=O)OCc1ccccc1)c1nc[nH]c1C(=O)N1CCN(c2ccccc2)CC1
    /, 2, -3, -1, 10, /, 1, /, /, 0
CCN(CC)S(=O)(=O)c1ccc(Oc2ccccc2)c(N)c1
    4, -13, -5, 30, -4, -1, 2, 3, 7, 2
CCN(CC)S(=O)(=O)c1ccc(N(C)C)c(NC(=O)CSCc2c(C)noc2C)c1
    -11, 18, 10, 4, 7, -33, -1, 3, -4, 1
Cc1cc(C)cc(C(=O)Oc2cc(C)[nH]c(=O)c2[N+](=O)[O-])c1
    5, -2, -10, -12, -10, -15, -1, 4, 0, 4
COc1ccc(S(=O)(=O)N2CC(C)N(C(=O)N(C)C)C2C(C)C)cc1 (centres undefined)
    -12, 0, -5, -1, 19, 10, -1, -5, -6, 2
Cn1c(C(=O)OCC(=O)NCc2ccco2)cc2sccc21
    -3, 6, -2, 16, 0, -16, -4, 2, -3, 1
O=C(NCc1cccnc1)C1CC(c2ccccc2Cl)=NO1 (centres undefined)
    6, 41, -6, -30, 0, -30, -2, -4, 2, -2
Cc1cc(C)cc(N(CC(=O)NCc2ccc(F)cc2)C(=O)c2snc(C(N)=O)c2N)c1
    5, 13, -1, 11, -15, 8, -1, -2, 2, 2
Cc1cnc(NC(=O)c2cc3c(s2)CCCC3)s1
    6, 1, -9, 65*, 2, 13, 0, 43*, 5, -4
CCn1c(SCC(N)=O)nc2sc3c(c2c1=O)CCCC3
    0, -12, -7, 28, 0, -26, -3, -3, -5, -1
CCCc1ccc(C(=O)NNC(=O)c2ccc(Cl)cc2)cc1
    -5, 0, -4, -35, 4, 5, -3, 1, -6, -4
Cc1cccc(C(=O)NC(=O)Nc2c(C)cc(C)nc2C)c1
    0, 25, 12, -147, -11, -28, 1, 1, 0, 2
CC(C)Cn1c(N)c(C(=O)CSc2ncnc3sc4c(c23)CCCC4)c(=O)n(C)c1=O
    -1, -2, -13, -6, 1, -16, 2, -1, -1, 1
O=C(O)c1cc(-c2cccc([N+](=O)[O-])c2)nc2ccccc12
    -1, 2, -3, -1, -3, -5, 1, 1, 9, 1
S=c1[nH]nc(-c2ccccc2)o1
    -4, 19, -1, -8, -5, -9, -3, -1, -4, 2

Carrying on:
Each structure is followed by: IEC-6 tox, HSF1 activator, HSF1 inhib, aSyn 5UTR inh, Platelet DG rel, KLF5 inh, GSK3A inh, HSP90 refold inh, DYRK1A inh, GSK3B inh
N#CCOc1ccccc1/C=N/n1nnnc1N
    0, 22, -5, -8, 5, -37, -2, 0, 12, -1
COc1ccc(C2CC(c3ccccc3)=NN2C(=O)c2ccc(F)cc2)cc1 (centres undefined)
    1, 15, 9, -13, -1, -25, 0, 3, 1, 4
c1ccc2nc(-c3ccncc3)ccc2c1
    -2, 47, 11, -96, 3, -28, 2, 1, -7, 5
Cc1cc(C)n2nc(SCC(=O)NC3CCCCC3)nc2n1
    -2, 9, 3, -16, 5, -26, -6, -4, -5, 3
CCCc1cc(=O)[nH]c(SCc2cc(Cl)ccc2OC(F)F)n1
    4, 3, -4, -2, -3, -30, 1, 3, -4, -1
CC(=O)N1CC[n+]2c(-c3ccc(Cl)cc3Cl)csc21
    6, 27, 7, 11, 2, 7, 0, 1, -1, 0
CCc1cccc(C)c1NC(=O)CN(C)S(=O)(=O)c1ccc(-c2ccc(=O)[nH]n2)s1
    5, 11, -2, 25, 3, -43, 0, -4, -8, 2
O=S(=O)(c1cccc(F)c1)N1CCC(CO)(Cc2cccc(F)c2)CC1
    8, -4, -1, 4, -2, 7, -2, 2, -3, 0
CC(=O)NC(C(=O)NCC(N)=O)C(C)C (centres undefined)
    8, 8, -2, 11, 7, -13, /, 4, -1, 0
CN(C(=O)CCNC(=O)Cn1ccc2ccccc2c1=O)c1ccc(Br)cc1
    -6, 6, 10, 5, -31, 9, -5, -6, -1, 0
O=C(CSc1ccc(Cl)cc1)NC1CCCc2ccccc21 (centres undefined)
    4, 6, 5, 5, 2, -12, -2, 6, -1, -2
O=C(c1ccco1)N1CCN(Cc2ccc(Br)cc2)CC1
    -3, 5, 3, 0, -2, -25, -2, -2, -3, -1
O=C1/C(=C\c2cccs2)N=C(c2cccs2)N1Nc1ccccc1
    -2, 24, 6, 11, -7, -18, 2, 2, -1, 0
